# miR-122 sensor = miR-122 Renilla sensor signal increase in Huh7, primary screen, miR-122 inhibitor project, cell-based, single point, plate reader | activation (reporter increase), % at 12.5 µM | 340,000 tested, 0.3% active | Huh7 miR-122 Renilla luciferase sensor, 48 h; neutral wells = 0, positive control = 100 | AID 602342, 2012;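 active = mean replicate activation score at least 90 and every replicate individually at or above 90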;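 note: higher luciferase means less miR-122 activity so hits act as miR-122 inhibitors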
# Cneo AK release = Cryptococcus neoformans cell lysis inducers, primary screen, AK release luminescence, single concentration; lysis activity, % at 15 µM; 360,000 tested, 0.2% active; C. neoformans lysis, adenylate kinase release luminescence, 4 h; normalised: neutral wells 0, clomiphene wells 100;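 active = mean lysis activity across replicates of at least 80%, whatever share of replicates individually reach that level; inactive = mean lysis activity below 80%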
#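 Test system: log-phase Cryptococcus neoformans yeast cells; Quantity: yeast cell density of 5 × 10^6 cells/mL; Buffer or medium: YPD; Doses: single compound concentration per well; Timing: 4 h at 37 °C static, read 1 h later; Measured by: AK luminescence; Read-out basis: lysis from increased AK signal; Control set: Clomiphene as positive control.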
# PAX8 reporter = inhibitors of PAX8-driven TPO luciferase reporter, primary screen, RMG-I cells, single concentration. SteadyGlo, 24 h. inhibition, % at 12.6 µM. 360,000 tested, 1.2% active. AID 652154, 2013;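 active = mean replicate inhibition at least 60% with every replicate also reaching 60%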;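 note: luciferase light reporting Pax8 driven TPO promoter activity; plate controls were median of neutral control wells for no effect and mitoxantrone controls for full effect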
# LGR2 antag = inhibitors of bursicon-induced LGR2 CRE-luciferase signal, primary screen, cell-based, HEK293, CRE-luciferase reporter, bursicon stimulation; Drosophila bursicon receptor LGR2 (rickets); bursicon-stimulated, 4 h; inhibition, % at 9.99 µM; 380,000 tested, 0.35% active; AID 720647, 2013;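 active = drop in luminescence signal, shown as inhibition above about 50% in the replicate tests, limit read from the data, passing the limit was not always enough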;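 note: agonist challenge used bursicon conditioned medium at about half maximal strength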
# EWS-Fli block = EWS/Fli-driven NR0B1 reporter inhibitors, primary screen, A673 cells, NR0B1 luciferase, luminescence, MLPCN library. 350,000 tested, 0.67% active. AID 651661, 2012. inhibition, % at 12.6 µM. viability-normalised;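 active = mean inhibition of at least 50% after viability correction, with every replicate also passing that limit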;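 note: firefly luciferase signal divided by Alamar Blue viability fluorescence both relative to DMSO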
# PGC1a acetyl inh = inhibitors of PGC1a acetylation signal, primary screen, cell-based, U2OS, AlphaScreen, inhibitor mode | AlphaScreen anti-acetyl-lysine; with virally co-expressed GCN5 acetyltransferase | inhibition, % at 15.6 µM | 350,000 tested, 0.17% active;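 active = every replicate shows inhibition of at least 40%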;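 note: 0% = neutral control wells and 100% = positive control wells; some results beyond the cut were filed as inactive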
# CASP6 VEID inh = human caspase-6 inhibitors, primary screen, biochemical, VEID-R110 fluorescence, single point, set 2. P55212. purified caspase-6, Z-VEID-R110 cleavage fluorescence. inhibition, % at 12.5 µM. 350,000 tested, 0.53% active. AID 686996, 2013;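 active = mean inhibition across replicates at least about 35%, with every replicate also reaching that limit, limit read from the data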;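 note: 0% = median of neutral control wells and 100% = no fluorescence left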
# Target sequence (P55212 24-179 limits assumed): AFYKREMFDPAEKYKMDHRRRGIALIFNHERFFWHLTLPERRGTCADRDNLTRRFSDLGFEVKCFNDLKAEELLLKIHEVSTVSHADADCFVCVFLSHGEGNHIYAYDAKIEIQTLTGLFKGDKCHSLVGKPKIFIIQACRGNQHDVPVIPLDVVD
# Target sequence (P55212 194-293 limits assumed): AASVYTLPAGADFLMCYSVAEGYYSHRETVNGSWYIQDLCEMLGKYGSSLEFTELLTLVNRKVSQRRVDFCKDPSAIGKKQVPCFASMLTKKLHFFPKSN
# FN deposit inh = inhibitors of fibronectin matrix deposition, primary screen, AH1F cells, Alexa488-fibronectin fluorescence, plate reader; 350,000 tested, 0.086% active; inhibition, % at 12.6 µM; AH1F fibroblasts, overnight;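 active = mean inhibition across replicates of 30% or more, regardless of how many single replicates reach that level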;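 note: positive control wells lacked labelled fibronectin entirely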
#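 Material: AH1F fibroblasts assembling fluorescent fibronectin matrix; amount: 10000 AH1F cells/well; medium: DMEM, 2% serum; reagent: Alexa488-fibronectin, 24 nM final in well; dosing: single compound dose, delivered by pin transfer; incubation: 1 h adhesion, overnight exposure; detection: fluorescence after three HBSS washes, excitation 485 nm, emission 525 nm; measure: fibronectin deposition inhibition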
# Numbers without * were called inactive; / = not tested or not shown; [ ] = remark or other dose.
SMILES,miR-122 sensor,Cneo AK release,PAX8 reporter,LGR2 antag,EWS-Fli block,PGC1a acetyl inh,CASP6 VEID inh,FN deposit inh
CC(C)(C)c1ccccc1NC(=O)Nc1nc(C(N)Cc2ccc(F)cc2)cs1 (configuration not stated),-6,-1,29,-1,21,/,-1,14
C[C@@H]1CN([C@@H](C)CO)C(=O)Cc2cc(NC(=O)CCC(F)(F)F)ccc2O[C@@H]1CN(C)Cc1ccc(Cl)c(Cl)c1,-24[16.7 µM],1,/,-14,-2,-39,2,/
COc1ccc(Cn2c(=O)[nH]c3cc(C(=O)N4CCN(c5ccccc5F)CC4)ccc3c2=O)cc1,3,0,0,8,14,/,2,-3
O=C(Nc1ccncc1)c1cc(-c2ccccc2)nc2ccccc12,1,2,-18,-10,-1,-1,-1,5
CNC[C@@H]1OCCCC[C@@H](C)Oc2ccc(NS(=O)(=O)c3ccc(F)cc3)cc2C(=O)N([C@@H](C)CO)C[C@@H]1C,7[16.7 µM],/,-14,4,-6,4,/,2
CC(/C=N/N1CCN(c2ccccn2)CC1)=C\c1ccccc1,-7,-2,53,-40,-91,-1,1,3
Cc1sc2nc(CSC(C)C(=O)Nc3ccc(C(N)=O)cc3)[nH]c(=O)c2c1C (configuration not stated),-7,3,-1,-14,3,3,5,0
CCOC(=O)c1cc(C(C)C)sc1NC(=O)COC(=O)CCS(=O)(=O)c1ccccc1,-5,3,27,/,4,-11,-8,18
COCCOC(=O)C(CC(=O)O)NCc1ccco1 (configuration not stated),0,0,-3,5,4,1,1,17
O=C(COC(=O)c1ccc(S(=O)(=O)N2CCCC2)cc1)NCc1ccc(Cl)cc1,17,0,/,/,/,3,/,-6
N#CC(c1ccc(=O)[nH]n1)c1ccc(Cl)cc1Cl (configuration not stated),/,/,-3,4,4,/,1,/
Cc1ccc(-c2nnc(OCC3CCCO3)c3ccccc23)cc1 (configuration not stated),0,11,10,-12,6,11,0,-6

# Quoted from the listing:
# CC(/C=N/N1CCN(c2ccccn2)CC1)=C\c1ccccc1 | FN deposit inh: 3
# O=C(COC(=O)c1ccc(S(=O)(=O)N2CCCC2)cc1)NCc1ccc(Cl)cc1 | Cneo AK release: 0

# Next section
SMILES,miR-122 sensor,Cneo AK release,PAX8 reporter,LGR2 antag,EWS-Fli block,PGC1a acetyl inh,CASP6 VEID inh,FN deposit inh
Cc1ccc(C(=O)NNC(=O)c2cccc(C)c2)cc1,-10,2,-46,-38,-51,24,-5,/
Cc1cc2n(n1)C(c1ccc(N(C)C)cc1)Nc1ccccc1-2 (configuration not stated),-8,-1,/,/,/,9,/,26
N#Cc1c(N2CCCC(O)C2)nc(N)c2c(N)nc3c(c12)CC(=O)N3C12CC3CC(CC(C3)C1)C2 (configuration not stated),/,-6,32,/,/,-16,/,-10
C=CCC[C@@H](Cc1ccc(F)cc1)C(=O)O[C@H](CNC(=O)[C@@H](CC=C)CC(=O)N[C@H](CO)Cc1ccccc1)c1ccccc1,-1,2,27,-5,1,/,-2,-4
CCC(=O)N(C)C[C@H]1Oc2cc(C#Cc3ccncc3)ccc2S(=O)(=O)N([C@H](C)CO)C[C@H]1C,-14[16.7 µM],-8,/,8,-3,10,-7,/
Cc1c(C(=O)NCCc2ccccc2)oc2ccc(S(=O)(=O)N3CCOCC3)cc12,15,-5,/,/,/,14,/,14
CC(=O)N1[C@H](CN(CC(C)C)C(=O)c2ccccn2)[C@@H](c2ccccc2)[C@@H]1CO,-8[16.7 µM],-4,7,-12,-7,1,/,-11
COC(=O)c1cnn(-c2ccccc2)c1/C=N/NC(=S)Nc1ccc(Cl)cc1,-5,-2,3,10,3,-14,-2,-5
CCN1C(=O)[C@H]2[C@@H](c3ccc(-c4ccc(OC)cc4)c(OC)c3)N[C@@](Cc3ccccc3)(C(=O)OC)[C@H]2C1=O,/,3,-47,/,-12,/,-1,-4
O=C(CN1CCOCC1)N/N=C/c1ccco1,/,/,7,-30,2,-5,0,-3
CCN1/C(=C/c2ccc3cc(C)ccc3[n+]2CC)Sc2cc(C)ccc21,-24,-5,89*,22,59*,/,-12,-61
Cc1ccc(C(=O)NC(C)c2ccc(-n3ccnc3)cc2)cc1 (configuration not stated),/,-2,1,-12,-5,/,-3,2

# Three compounds from above, arranged by the number in PGC1a acetyl inh, low to high.
Structure	PGC1a acetyl inh
N#Cc1c(N2CCCC(O)C2)nc(N)c2c(N)nc3c(c12)CC(=O)N3C12CC3CC(CC(C3)C1)C2 (configuration not stated)	-16
CCC(=O)N(C)C[C@H]1Oc2cc(C#Cc3ccncc3)ccc2S(=O)(=O)N([C@H](C)CO)C[C@H]1C	10
Cc1c(C(=O)NCCc2ccccc2)oc2ccc(S(=O)(=O)N3CCOCC3)cc12	14

# Remaining list, next part.
SMILES,miR-122 sensor,Cneo AK release,PAX8 reporter,LGR2 antag,EWS-Fli block,PGC1a acetyl inh,CASP6 VEID inh,FN deposit inh
O=C1c2ccccc2C(c2nnnn2-c2ccc3c(c2)OCCO3)N1CCCN1CCOCC1 (configuration not stated),/,/,-2,-15,4,/,-1,-11
Cn1cc(S(=O)(=O)Nc2ccc(Cl)cc2Cl)c(=O)n(C)c1=O,-7,3,-22,3,1,-3,-1,-5
CC(C)(C)OC(=O)C(Cl)(C(=O)OC(C)(C)C)c1ccc2nnnn2n1,/,/,7,10,17,-8,-1,14
COc1cccc(NC(=O)OCCN2CCN(Cc3ccccc3)CCC2=O)c1,-2,-1,-7,7,-10,-3,-2,-20
CCN(c1ccccc1)S(=O)(=O)c1cc([N+](=O)[O-])ccc1N,4,3,3,23,-4,-3,-3,10
O=C(Nc1ccccc1-c1ccccc1)c1ccc(Br)o1,-2,-1,0,/,/,-12,/,0
Cc1noc(C)c1S(=O)(=O)N(C)C[C@H]1OCCCC[C@H](C)Oc2ccc(NC(=O)c3ccccc3)cc2C(=O)N([C@@H](C)CO)C[C@@H]1C,1[16.7 µM],-1,-26,5,10,-10,0,/
CC(C)NC(=O)Nc1ccc2c(c1)C(=O)N([C@@H](C)CO)C[C@H](C)[C@@H](CN(C)Cc1ccc(C(F)(F)F)cc1)OCCCC[C@@H](C)O2,-3[16.7 µM],1,2,-3,-3,8,-1,-1
S=c1[nH]nc(-c2cccnc2)n1/N=C/C=C/c1ccccc1,/,/,-35,1,-2,/,2,-1
C[C@H]1CN([C@@H](C)CO)C(=O)c2cccc(NC(=O)c3cnccn3)c2O[C@@H]1CN(C)Cc1ccc(C(=O)Nc2ccccc2N)cc1,9[16.7 µM],1,/,-2,39,20,0,-15
COC(=O)c1ccc(Nc2c([N+](=O)[O-])c(=O)oc3ccccc23)cc1,/,/,-15,-9,-4,16,-1,-18
Cc1ccc(C)c(C(=O)CCC(=O)NNC(=O)c2cccs2)c1,-5,1,-14,/,1,8,-3,-9
Cc1ccc(S(=O)(=O)N2CCCNCC2)cc1,/,-2,-1,-2,3,/,-2,1
CC(Sc1nnc(CC(=O)Nc2ccccc2F)n1C)C(=O)Nc1nccs1 (configuration not stated),-3,10,4,-1,/,/,0,-4
CCCCNc1ncnc2c1nnn2Cc1ccccc1Cl,2,0,-5,-2,-11,5,0,3
O=C(CSc1cc(Cl)ccc1Cl)NCC(=O)Nc1ccc(F)c(F)c1F,/,/,-12,-15,-17,/,-1,9
O=C(Cc1ccncc1)NCC[C@@H]1CC[C@@H](NC(=O)C2CCCCC2)[C@@H](CO)O1,/,0,2,-24,3,-4,-1,/
Cc1ccccc1N1CCN(C(=O)CN2C(=O)c3ccccc3C2=O)CC1,0,5,/,-25,/,7,1,/
Cc1csc(N2CCN(c3cc4nc(-c5ccncc5)[nH]c4cc3Cl)CC2)n1,-1,-5,33,-18,10,7,1,-6
Cc1ccc(-c2cnc3c(c2)C(=O)N([C@H](C)CO)C[C@H](C)[C@H](CN(C)Cc2ccccc2F)O3)cc1,56[16.7 µM],1,/,7,-3,3,3,-2
O=C(CSc1ccc(-c2ccccn2)nn1)NC1CCCC1,/,/,-12,3,-5,-6,4,4
CCCC(=O)Nc1ccc2c(c1)OC[C@H](C)N(Cc1nccs1)C[C@H](C)[C@H](OC)CN(C)C2=O,/,-1,0,14,2,-7,0,1
COc1ccc(N(CC(=O)NCc2cccs2)S(=O)(=O)c2ccc(F)cc2)cc1,/,-1,4,/,-1,/,0,3
CN(C)/C=N/c1cc(=O)[nH]c(=O)n1Cc1ccccc1,/,3,26,-12,-1,/,6,4
COc1ccccc1-c1nnc(SCc2nc3ccccc3[nH]2)n1C,3,-4,/,26,7,-1,1,/
Cc1cc(C(=O)Nc2cccc(C)c2C)c2ccccc2n1,-2,1,16,1,3,-8,-1,-7
Cc1nc(N2CCOCC2)c2c(C)c(C(=O)Nc3ccccc3C(F)(F)F)sc2n1,13,9,-2,-2,-7,1,/,-5
C[C@H]1CN([C@@H](C)CO)C(=O)c2cccc(NC(=O)C3CCCCC3)c2O[C@H]1CN(C)Cc1ccc(C(=O)O)cc1,-4[16.7 µM],6,/,5,-5,6,-1,/
CN(CCC#N)C(=O)CSc1nnc(-c2c[nH]c3ccccc23)o1,1,-3,12,-7,-23,5,-5,7
CO[C@H]1CN(C)C(=O)c2ccc(NC(=O)c3ccccc3F)cc2OC[C@H](C)NC[C@H]1C,-15[16.7 µM],0,-9,3,2,0,0,3
Cc1oc(-c2ccc(Cl)cc2)cc1C(=O)/C(C#N)=C/Nc1cccc(OC(F)(F)F)c1,/,/,2,/,0,0,1,-5
CCOc1ccc(CCNC(=O)C2CCCN(S(C)(=O)=O)C2)cc1OCC (configuration not stated),/,1,2,-15,-2,3,/,-4
COc1ccc(N2C(=O)CN=C2Nc2cccc(C)c2C)cc1OC,-3,0,/,/,/,4,1,/
Cc1nnc(NC(=O)CSc2nnnn2Cc2ccccc2)s1,1,-1,/,-2,/,0,/,/
COc1ccc2c(c1)C1NC(=S)NC(C)(O2)C1C(=O)Nc1ccc(Cl)cc1 (configuration not stated),/,/,17,45,19,/,-1,15
Cc1ccc(S(=O)(=O)N(C)c2ccc(OCC(=O)N3CCCC(C(F)(F)F)C3)cc2)cc1 (configuration not stated),-14,-3,8,2,2,-11,-164,-7
CC(C)COC(=O)N(C)C[C@H]1OCc2cnnn2CCCC(=O)N([C@@H](C)CO)C[C@@H]1C,7[16.7 µM],0,/,4,0,0,1,-12
Cc1ccc(COc2ccc(/C=N/NC(=O)CN3CCCCC3)cc2)cc1,/,/,-222,-52,-64,/,/,-5
Cc1ccc(S(=O)Cc2ccc(C(=O)N3CCN(C(=O)c4ccco4)CC3)o2)cc1 (configuration not stated),/,1,9,9,/,20,1,-4
CCc1noc(C)c1C(=O)Nc1sc(C(=O)N(C)C)c(C)c1C#N,-5,2,-2,-1,5,2,-1,2
CCCc1cc(=O)[nH]c(SCc2cc(=O)oc3cc(C)c(C(C)C)cc23)n1,/,/,-38,/,0,/,0,7
C=C(C)COc1ccc(-c2nc(N)nc(C(F)(F)F)c2-c2ccc(OC)cc2)c(O)c1,12,4,-9,13,-6,-8,-3,-2
COc1ccccc1NC(=O)C1CCC(CNc2c(N3CCCCC3)c(=O)c2=O)CC1 (configuration not stated),-7,14,11,4,-3,-7,1,8
c1ccc([C@H]2CN3C(=N2)Sc2ccccc23)cc1,1,-4,-107,-1,-8,-1,-7,9
